# Casp6 inh: blocks human caspase-6 cleavage activity | P55212 | purified caspase-6, Z-VEID-R110 cleavage fluorescence | inhibition, % at 12.5 µM | hit rate 0.53% among 350,000 | AID 686996;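 active means mean inhibition across replicates at least about 35%, with every replicate also reaching that limit, limit read from the data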;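 further: 0% = median of neutral control wells and 100% = no fluorescence left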
# Target sequence (P55212 24-179 limits assumed): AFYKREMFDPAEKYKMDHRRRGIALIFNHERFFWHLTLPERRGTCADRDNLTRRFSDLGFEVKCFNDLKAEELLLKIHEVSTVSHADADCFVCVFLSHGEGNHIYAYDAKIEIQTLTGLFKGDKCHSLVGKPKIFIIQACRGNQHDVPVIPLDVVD
# Target sequence (P55212 194-293 limits assumed): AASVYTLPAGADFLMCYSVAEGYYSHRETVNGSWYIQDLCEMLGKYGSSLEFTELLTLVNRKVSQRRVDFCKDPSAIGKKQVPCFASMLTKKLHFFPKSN
# ARNT TACC3 PPI: ARNT/TACC3 interaction disruption | Q9Y6A5 | AlphaScreen His-ARNT PAS-B/GST-TACC3 binding, luminescence; TACC3 fragment carries E629A point mutation | inhibition, % at 9.99 µM | hit rate 0.66% among 390,000 | AID 623870;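 active means mean inhibition of replicates at least 50% and at least half of replicates each reaching 50%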;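 further: 0% = complete ARNT plus TACC3 wells and 100% = ARNT alone without TACC3; many hits fall short of the cut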
# ERp5 block: inhibitors of human ERp5; AID 651711; inhibition, % at 9.99 µM; Q15084; hit rate 0.05% among 350,000; ERp5 insulin aggregation, absorbance 650 nm, 90 min;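 active means mean replicate inhibition above about 25%, with every replicate also reaching it, limit read from the data, passing the limit was not always enough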
# RAD52 inh: inhibitors of human RAD52 DNA annealing; recombinant RAD52 DNA annealing, FRET fluorescence; inhibition, % at 18.7 µM; AID 651710; P43351; hit rate 0.46% among 360,000;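 active means every replicate showing at least 50% inhibition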
# PglD inh: inhibitors of Campylobacter jejuni PglD acetyltransferase; purified PglD enzyme, DTNB colorimetric CoA detection; inhibition, % at 12.5 µM; hit rate 0.098% among 360,000; AID 602405; in the data active means inhibition above about 16%, passing the limit was not always enough; further: strong numbers were not always called active
# RAD54 inh: RAD54 (human) branch migration inhibition; Q92698; RAD54 Holliday junction branch migration, FAM/BHQ fluorescence; inhibition, % at 10.4 µM; hit rate 0.14% among 360,000; AID 602329;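 active means mean normalized replicate activity at least 40 and at least half of replicates scoring 40 or more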;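 further: 0% = median of neutral control wells and 100% = median of positive control wells; inhibitors cause a drop in the FAM fluorescence signal; in these data hits start at about 50%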
# E-selectin induc: induces E-selectin expression in human endothelial cells; P16581; HUVEC E-selectin immunofluorescence imaging; normalized: neutral wells 0, TNF-alpha wells 100; activation, % at 7.58 µM; hit rate 0.37% among 260,000;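 active means mean E-selectin-positive cell signal at least 10% of the positive control, reached in at least 60% of replicates, without over 20% cell loss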;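 further: in these data hits start at about 27%; measured in HUVEC primary endothelial cells; signal is the percent of cells scored E-selectin positive by PE staining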
# Target sequence (P16581 whole entry, looked up): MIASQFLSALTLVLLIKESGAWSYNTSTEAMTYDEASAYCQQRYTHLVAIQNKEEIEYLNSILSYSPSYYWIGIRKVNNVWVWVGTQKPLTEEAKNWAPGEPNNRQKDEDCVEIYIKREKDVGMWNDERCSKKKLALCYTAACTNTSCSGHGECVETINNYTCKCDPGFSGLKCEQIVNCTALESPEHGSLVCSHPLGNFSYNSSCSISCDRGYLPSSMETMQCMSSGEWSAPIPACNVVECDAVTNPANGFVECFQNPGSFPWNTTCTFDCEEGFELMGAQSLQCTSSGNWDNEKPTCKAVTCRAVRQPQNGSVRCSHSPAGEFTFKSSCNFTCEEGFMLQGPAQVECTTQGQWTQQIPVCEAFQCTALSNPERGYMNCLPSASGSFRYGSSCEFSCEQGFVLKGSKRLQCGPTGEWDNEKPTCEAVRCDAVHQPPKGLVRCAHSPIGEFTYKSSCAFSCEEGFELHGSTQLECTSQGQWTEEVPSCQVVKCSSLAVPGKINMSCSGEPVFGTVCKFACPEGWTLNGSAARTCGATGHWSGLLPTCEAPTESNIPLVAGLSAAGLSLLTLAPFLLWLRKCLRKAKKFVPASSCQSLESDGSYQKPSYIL
#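 Test system: HUVEC; input: 3,000 HUVEC/well; measured by: immunofluorescence imaging; read-out: % PE-positive cells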
# esBAF inh: blocks esBAF chromatin remodeling in mouse ES cells | Bmi1-luciferase knock-in reporter, 24 h; 100% = twice the neutral-well signal | reporter increase, % at 12.5 µM | hit rate 2% among 350,000; in the data active means activation above about 40%;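 further: 0% = median of the plate's neutral control wells and 100% = double that signal; a rise in the Bmi1 reporter signal indicates esBAF inhibition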
# * = called active by the depositor; nt = no result given; & = joins results of further samples. Outcome played no part in choosing rows; 3.2% or so of the library scored in one or more.
SMILES,Casp6 inh,ARNT TACC3 PPI,ERp5 block,RAD52 inh,PglD inh,RAD54 inh,E-selectin induc,esBAF inh
CCC(=O)N1CCCCN2[C@H](CO)[C@H](c3ccc(C#Cc4ccccc4)cc3)[C@H]2C1,-3,2,-7,7,-1,3,-0.1,nt
COc1ccc(O)c(C(c2c(C)[nH][nH]c2=O)c2c(C)[nH][nH]c2=O)c1,72*,33,6,3,nt,nt,nt,nt
NC(=O)c1ccsc1NC(=O)CSc1ccccc1F,3,2,-2,-12,-4,-5,nt,75*
Cn1c2ccc(Br)cc2c2nnc(SCC(=O)O)nc21,17,35,0,15,6,-11,nt,7
O=C(C[C@H]1CC[C@H]2NC[C@H](O)COC[C@@H]2O1)N1CCc2ccccc2C1,-3,-2,-2,8,0,-15,0.5,-3
CCOCCCNC(=S)Nc1ccc(Br)cc1Cl,3,-6,1,-19,3,7,2.4,nt
Cc1nc(SCc2ccc(F)cc2)c([N+](=O)[O-])[nH]1,1,1,-1,6,-2,-3,nt,nt
Cc1nc(NCC2CCCO2)nc2c1C(=O)CC(C)C2 (stereo not given),nt,-3,nt,nt,-1,2,nt,-1
CSCCC(NC(=O)c1ccccc1)C(=O)N/N=C(\C)Cc1ccccc1 (stereo not given),1,6,10,-12,-4,7,nt,-6
Cc1ccc(F)c(S(=O)(=O)NC(=O)C2(C)CCN2C(=O)C2(c3ccc(Cl)cc3)CCC2)c1 (stereo not given),-1,nt,-4,-8,6,2,0.2,3
Cc1cccc2nc(C(=O)Nc3cc(Cl)ccc3-n3cncn3)cn12,-8,21,1,-14,-1,-6,0.8,24
C/C=C/c1ccccc1[C@@H]1[C@@H](C#N)N(c2nc(CC)cs2)[C@H]1CO,0,nt,10,-38,nt,nt,0.0,nt
CCCCNC(=O)C(CC)(ONc1ccccc1C(F)(F)F)c1ccccc1 (stereo not given),-2,2,10,-8,3,3,-0.2,-9
CCC(=O)N[C@@H]1CC[C@@H](CCNC(=O)Nc2ccc(F)cc2)O[C@@H]1CO,-2&2,-3,-5&1,10&-26,-1,-4,0.0&5.2,-4
COc1ccccc1-n1cc(CN2CCN(C3CCCC3)C(CCO)C2)cn1 (stereo not given),-3,3,4,-15,nt,nt,nt,nt
Cc1ccc(C)c(NC(=O)CCC(=O)NNC(=S)Nc2ccccc2)c1,0,5,1,-10,nt,nt,nt,8
CN(NC(=O)c1ccc(Cl)cc1)c1nc(-c2ccccc2)nnc1C(F)(F)F,nt,-1,nt,nt,-1,0,nt,-2
Cc1noc(C)c1NC(=O)Nc1ccc2c(c1)CC(=O)N([C@@H](C)CO)C[C@H](C)[C@@H](CN(C)C(=O)Nc1ccc(C(F)(F)F)cc1)O2,-3,-4,-11,5,0,-1,0.1,9
CC(=O)N/C(=C\c1cccc([N+](=O)[O-])c1)C(=O)NC1CCCCC1,1,-4,2,1,-10,1,nt,nt
CCOC(=O)c1sc(NC(=O)CSc2nnnn2-c2ccccc2)nc1C,2,-5,3,-7,3,5,nt,-4
O=C(NC1CCS(=O)(=O)C1)c1cccc(Cl)c1 (stereo not given),2,2,-5,-9,-1,-2,0.2,-10
CCC(C)(C)c1ccc(Oc2ccc(NC(=O)COC(=O)C3=COCCO3)cc2)cc1,nt,8,nt,nt,-1,4,nt,-11
O=C(Nc1ccc(Cl)cc1Cl)C1CCC(=O)N1Cc1ccccc1Cl (stereo not given),nt,4,nt,nt,-9,3,nt,-3
O=C(Cc1ccc([N+](=O)[O-])cc1)Nc1cccc(C(=O)N2CCOCC2)c1,3,5,-1,-12,7,4,0.1,-9
CCOCCCn1c(=NC(C)=O)c(C#N)cc2c(=O)n3cccc(C)c3nc21,8,9,-2,-32,-2,-3,-0.1,nt
# (list continues)
SMILES,Casp6 inh,ARNT TACC3 PPI,ERp5 block,RAD52 inh,PglD inh,RAD54 inh,E-selectin induc,esBAF inh
COc1ccc(C(=O)c2ccc(Cl)c([N+](=O)[O-])c2)cc1,5,-6,-14,-4,nt,nt,4.9,nt
O=C(NCc1cccnc1)c1nnc(Cc2ccc(F)cc2)o1,2,-1,-5,-5,-5,-2,0.1,-12
O=C(CCN1CCCCC1)N=Nc1c(O)[nH]c2ccccc12,-2,-2,-2,0,nt,nt,1.5,-2
Nn1cc(-c2ccccc2)nc1SCC(=O)N1CCN(S(=O)(=O)c2ccc(Cl)cc2)CC1,nt,8,nt,nt,4,-9,nt,-7
CO[C@@H]1CN(C)C(=O)c2ccc(NC(=O)C3CCC3)cc2OC[C@@H](C)N(C(=O)NC(C)C)C[C@@H]1C,0,-4,5,-1,1,0,-0.2,-1
O=c1c(-c2cc3ccccc3o2)[n+]([O-])c2ccccc2n1OCc1ccccn1,nt,-9,nt,nt,-4,-4,nt,31
C[C@@H]1CCCCO[C@@H](CN(C)C(=O)Cc2ccccc2)[C@@H](C)CN([C@@H](C)CO)C(=O)c2cc(NS(=O)(=O)c3ccccc3)ccc2O1,-1,-14,-2,0,-1,-3,-0.2,-1
CCC(=O)Nc1ccc(S(=O)(=O)NCCc2ccccc2)cc1,nt,-6,nt,nt,-5,1,nt,-12
CC12CCC(C(=O)N(c3ccccn3)c3ccccn3)(OC1=O)C2(C)C (stereo not given),nt,1,nt,nt,1,-4,nt,-4
CC(=O)Nc1cc(Cl)ccc1OS(=O)(=O)c1ccc(C)cc1,nt,-5,nt,nt,-8,-5,-3.0,6
CC(C)(C)c1ccc(CC(=O)N2CCC2(C)C(=O)NS(=O)(=O)c2cccc(C#N)c2)cc1 (stereo not given),0,nt,3,-10,-2,-5,0.8,-3
O=C(CSc1nc2ccccc2c(=O)[nH]1)Nc1ccc([N+](=O)[O-])cc1,1,-5,-1,-4,12,-5,0.1,nt
Cc1cc(C)cc(NC(=O)CCc2nc3sc4c(c3c(=O)[nH]2)CCCC4)c1,7,nt,-19,-37,0,-4,0.4,2
CCOC(=O)c1cc(NC(=O)CNCC(c2ccccc2)N(C)C)cc(C(=O)OCC)c1 (stereo not given),-4,11,2,-7,-6,-12,0.2,4
CCn1c(COc2ccccc2C)nnc1SCC(=O)N1CCC(C)CC1,nt,-7,nt,nt,3,-1,nt,-12
CCOC(=O)C1CCCN(C(=O)c2ccc3c(c2)N(C)C(=O)/C(=C/c2ccccc2Cl)S3)C1 (stereo not given),nt,13,2,-3,1,-4,nt,6
O=C(O)COc1ccc(/C=C/c2nc(-c3ccccc3O)n[nH]2)cc1,4,36,-14,-8,-2,-6,0.0,0
CO[C@H](CN(C)C(=O)c1ccccc1F)[C@@H](C)CN([C@@H](C)CO)S(=O)(=O)c1ccc(C)cc1,1,-6,3,-1,2,1,0.0,-2
Cc1cccc(C)c1NC(=O)N1CCN(C2CCCCC2)CC1,nt,-1,nt,nt,-5,16,nt,-5
CCc1ccc(-c2nnn(Cc3nc4ccccc4s3)n2)cc1,nt,4,nt,nt,-3,-2,nt,9
Cc1ccccc1Oc1ncnc2sccc12,nt,-3,nt,nt,-7,6,nt,12
COc1cccc(-c2nc(CS(=O)CC(=O)NC3CCCC3)c(C)o2)c1 (stereo not given),-2,-8,4,-10,-1,-2,-0.1,-3
CSc1cccc(NC(=O)COC(=O)c2ccccn2)c1,-1,20,nt,-20,-2,8,0.3,1
CCCNC(=O)N1[C@H](C#N)[C@@H](c2ccccc2-c2ccccc2F)[C@H]1CO,-1,nt,9,-5,nt,nt,-0.1,nt
COc1ccc(/C=C(\NC(=O)c2ccccc2)C(=O)NNC(=O)CCN2CCOCC2)cc1,3,-3,3,3,nt,nt,nt,nt

# Entries of single compounds, quoted from the list. Order of values: Casp6 inh	ARNT TACC3 PPI	ERp5 block	RAD52 inh	PglD inh	RAD54 inh	E-selectin induc	esBAF inh
# Cc1cc(C)cc(NC(=O)CCc2nc3sc4c(c3c(=O)[nH]2)CCCC4)c1 is entered as 7	nt	-19	-37	0	-4	0.4	2
# O=C(CCN1CCCCC1)N=Nc1c(O)[nH]c2ccccc12 is entered as -2	-2	-2	0	nt	nt	1.5	-2
# COc1cccc(-c2nc(CS(=O)CC(=O)NC3CCCC3)c(C)o2)c1 (stereo not given) is entered as -2	-8	4	-10	-1	-2	-0.1	-3

# The list continues:
SMILES,Casp6 inh,ARNT TACC3 PPI,ERp5 block,RAD52 inh,PglD inh,RAD54 inh,E-selectin induc,esBAF inh
O=C(Nc1ccccc1)N(c1ccccc1)C1C=CS(=O)(=O)C1 (stereo not given),-1,nt,1,-8,6,-18,nt,nt
CCCNC(=O)Nc1ccc2c(c1)OC[C@@H](C)N(CCC)C[C@H](C)[C@@H](OC)CN(C)C2=O,-2,-5,0,8,-5,-4,-0.2,0
CC(C)C[C@@H]1COCc2cn(nn2)CC[C@@H](Cc2ccccc2)C(=O)N1,-1,nt,-4,-6,nt,nt,-0.1,nt
O=C(CNC(=S)N(Cc1ccccc1F)C1CCCCC1)NCCN1CCOCC1,1,-12,-1,-3,-4,-9,-2.8,5
Cc1ccccc1S(=O)(=O)N1[C@H](C#N)[C@H](c2ccc(-c3ccccc3)cc2)[C@@H]1CO,2,-6,3,-56,6,3,0.0,1
Cc1cc(-c2ccccc2)[nH]c(=O)c1S(=O)(=O)c1ccccc1,nt,-5,nt,nt,-1,0,0.3,-2
COCC(=O)Nc1ccc2c(c1)OC[C@@H](C)N(CC1CC1)C[C@H](C)[C@H](OC)CN(C)C2=O,nt,-5,4,10,-1,8,-0.1,1
Cc1ccc(-c2nnc(NC(=O)C3=COCCO3)o2)c(C)c1,1,nt,-8,-11,nt,nt,-0.1,10
CCC(CC)C(=O)NCCc1cc2c(C)ccc(C)c2[nH]c1=O,-3,-1,2,-15,0,2,-0.2,-7
Cc1cc(=O)c2ccc3ccccc3c2[nH]1,nt,-1,nt,nt,8,7,nt,-5
CC(C)CC#Cc1ccc([C@@H]2[C@@H](CO)N3C(=O)CN(C(=O)c4cnccn4)C[C@H]23)cc1,2,nt,23,-11,nt,nt,1.3,nt
COc1ccc(C(=O)NNC(=S)Nc2ccccc2)cc1,-1,0,1,-1,nt,nt,-2.1,nt
O=C(NC1(C(F)(F)F)C(=O)Nc2c1c(=O)[nH]c(=O)n2Cc1ccco1)C1CCCCC1 (stereo not given),nt,-2,nt,nt,-2,-26,nt,-5
CCC(Oc1ccccc1)C(=O)Nc1ccccc1C(=O)N1CCCCC1 (stereo not given),0,-6,5,-13,6,-16,-0.1,-3
Cc1cc([N+](=O)[O-])ccc1NCc1ccco1,3,4,1,-8,nt,nt,6.1,nt
COc1ncc(-c2ccc3c(c2)S(=O)(=O)c2cccc(C(=O)NCc4ccco4)c2C3=O)cn1,4,-5,3,-75,-7,10,0.0,1
COc1ccccc1C(=O)N1C[C@H]2[C@@H](c3ccccc31)[C@@H](CO)N2C(=O)C1CCCC1,2,-16,0,-7,2,2,0.1,-7
C[C@@H]1CN([C@@H](C)CO)C(=O)c2cc(NS(=O)(=O)c3ccc(Cl)cc3)ccc2O[C@@H](C)CCCCO[C@@H]1CN(C)S(=O)(=O)c1ccccc1,1,27,2,-18,2,-3,0.1,-1
C[C@@H]1CN([C@@H](C)CO)C(=O)c2c(c3ccccc3n2C)-c2ccccc2CO[C@H]1CN(C)C(=O)C1CC1,3,nt,-1,-2,5,4,-0.1,1
C[C@H](CO)N1C[C@H](C)[C@H](CN(C)C(=O)Nc2ccc(C(F)(F)F)cc2)Oc2ccc(NS(=O)(=O)c3ccccc3)cc2CC1=O,-2,nt,2,7,nt,nt,0.0,-4
COc1ccccc1N1CCN(CCN2C(=O)CC3(CCCC3)CC2=O)CC1,2,-2,-5,0,0,6,-0.2,-1
CC(=O)n1cc(/C=N/NC(=O)c2ccc([N+](=O)[O-])cc2)c2ccccc21,1,-7,1,-12,-7,7,0.2,30
CCOC(=O)C[C@H]1c2ccccc2S(=O)(=O)N1Cc1cccc(C(F)(F)F)c1,0,-2,-3,-16,2,-1,0.3,1
CSc1ncnc2c1ncn2CC(=O)C1CCC2C3CCC4=CC(=O)CCC4(C)C3CCC12C (stereo not given),1,-4,-4,-1,nt,nt,-0.9,-1
COc1ccccc1NC(=O)CSc1nnc(CNC(=O)c2ccco2)n1C,0,nt,1,-9,3,0,4.4,-1
